# Screening results as filed in PubChem.
# KB-3-1 cytotox = qHTS assay for MDR1-selective chemotherapeutics: Primary screen using the parental adenocarcinoma cell KB-3-1. KB-3-1 viability, CellTiter-Glo ATP luminescence, 72 h. actives 1.4% (n = 400,000). AID 1347075, 2019. Potency, µM (series often up to 46.1 µM), for inactives: at the top dose activity change, negative = cytotoxic, most hits filed as cytotoxic; also: potency is read from the fitted curve at half-maximal effect; % is scaled to controls: 0 for no effect and ±100 for the full control effect; nearly all actives have a fitted effect of over 60% in size
#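 KB-3-1 parental drug-naive adenocarcinoma cells in DMEM/10% FBS, incubated 72 h at 37 C with pin-transferred compounds across a concentration series. Viability by CellTiter-Glo luminescence; concentration-response curves fitted after normalization.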
# D3 ag = qHTS of D3 Dopamine Receptor Agonist: qHTS; AID 652048, 2013; D(3) dopamine receptor (Homo sapiens), P35462; actives 0.58% (n = 410,000); max activation, %; D3R DiscoveRx beta-arrestin cells, luminescence, 90 min; in the data active = max activation above about 30%; also: 0% is about no effect; mostly tested at two doses, the higher about 12 µM
# Target sequence (P35462 whole entry, looked up): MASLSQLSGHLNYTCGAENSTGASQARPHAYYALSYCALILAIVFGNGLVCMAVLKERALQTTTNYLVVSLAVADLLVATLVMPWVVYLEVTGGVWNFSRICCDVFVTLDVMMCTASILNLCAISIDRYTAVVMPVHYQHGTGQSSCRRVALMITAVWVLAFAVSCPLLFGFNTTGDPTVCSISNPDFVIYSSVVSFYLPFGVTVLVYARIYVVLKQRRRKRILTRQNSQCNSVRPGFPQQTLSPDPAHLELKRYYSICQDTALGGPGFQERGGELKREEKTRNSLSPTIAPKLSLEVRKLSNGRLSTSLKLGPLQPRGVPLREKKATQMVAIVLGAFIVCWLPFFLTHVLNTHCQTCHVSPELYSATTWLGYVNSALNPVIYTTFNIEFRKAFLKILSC
#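 Cells at 1500/well, incubated overnight, then treated with pinned compounds (dopamine as control) for 90 min at 37 degrees C. DiscoveRx reagent added for 30 - 60 minutes at room temperature; luminescence read.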
# SW480 rerep = A quantitative high throughput screen for small molecules that induce DNA re-replication in SW480 colon adenocarcinoma cells. Potency, µM (series often up to 46.1 µM), inactives show top-dose re-replication activation, most hits filed as activators. SW480 DNA re-replication, Hoechst DNA content imaging, 48 h. actives 1.8% (n = 340,000); also: potency is read from the fitted curve at half-maximal effect; % of control where 0% means no effect; nearly all actives have a fitted effect of over 55% in size
#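 Image-based read-out: total Hoechst fluorescence of nuclei (405 nm excitation, 500-530 nm emission), with hits raising the fraction of high-intensity nuclei. SW480 colon cells incubated 48 hr with compounds at 37 C.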
# MCF10A rereplic = A quantitative high throughput screen for small molecules that induce DNA re-replication in MCF 10a normal breast cells | MCF 10A DNA re-replication, Hoechst nuclear intensity, 48 h | Potency, µM (doses to about 46.1 µM), without a hit: at the highest dose activity, positive = re-replication, actives largely listed as activators | actives 2.9% (n = 350,000) | AID 624296, 2012; also: potency is read from the fitted curve at half-maximal effect; % of control where 0% means no effect; nearly all actives have a fitted effect of over 50% in size
# KB-V1 cytotox = qHTS assay for MDR1-selective chemotherapeutics: Primary screen using the drug-selected MDR subline cells KB-V1; KB-V1 MDR cells viability, CellTiter-Glo, 72 h; Potency, µM (highest dose often 46.1 µM), for the others: at the highest dose activity change, negative = cytotoxicity, hits mostly cytotoxic; actives 3.4% (n = 400,000); AID 1347076, 2019; also: potency is read from the fitted curve at half-maximal effect; % is scaled to controls: 0 for no effect and ±100 for the full control effect; nearly all actives have a fitted effect of over 60% in size
#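 Cytotoxicity toward P-gp-expressing KB-V1 cells was determined as loss of CellTiter-Glo luminescence after 72 h at 37 degrees C. Compounds were tested in quantitative HTS format across a concentration range, with curves fitted to normalized data.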
# HT1080NT lethal = qHTS for induction of synthetic lethality in tumor cells producing 2HG: qHTS for the HT-1080-NT fibrosarcoma cell line. HT-1080-NT fibrosarcoma viability, CellTiter-Glo ATP luminescence, 48 h. Potency, µM (top dose mostly 46.1 µM), for inactives: at the top dose activity, negative = less viability, usual class: cytotoxic. actives 1.6% (n = 360,000). AID 686970, 2013;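 also: NT is the 2HG producing partner of a matched IDH1 knockdown line; potency is read from the fitted curve at half-maximal effect; 0% = DMSO-treated cells and -100% = media-only wells without cells; nearly all actives have a fitted effect of over 55% in size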
#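 HT-1080-NT; 750 cells/well; 5% FBS RPMI; 48 h compound, 37 degrees C; CellTiter-Glo luminescence; curve fitting and curve-class assignment.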
# GLP1R cytotox = qHTS of GLP-1 Receptor Inverse Agonists: Cytotox Screen. HEK293 cAMP-luciferase reporter cells, luminescence, 24 h. Potency, µM (highest dose often 38.3 µM), for the others: top-dose activity change, negative = inhibition, hits mostly inhibitors. actives 0.13% (n = 410,000);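 also: loss of luciferase light is scored as toxicity; potency is read from the fitted curve at half-maximal effect; % is scaled to controls: 0 for no effect and ±100 for the full control effect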
#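 1536-well qHTS counterscreen of the MLSMR; 200 cells/uL, 12 h pre-incubation, 23 nL cpd, 24 h at 37 deg C 5% CO2, luciferase detection reagent, 12 min RT, luminescence. Inhibition = undesired.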
# HT1080 IDH1KD tx = qHTS for induction of synthetic lethality in tumor cells producing 2HG: qHTS for the HT-1080-IDH1KD cell line | HT-1080 IDH1 knockdown viability, ATP luminescence, 48 h | Potency, µM (titrated, usually from 46.1 µM), without a hit: at the highest dose activity, negative = toxicity, actives largely listed as cytotoxic | actives 2% (n = 360,000);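 also: potency is read from the fitted curve at half-maximal effect; 0% = DMSO wells and -100% = cell-free medium wells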
#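 Cytotoxicity counter-line: IDH1KD HT-1080, 48 h, CellTiter-Glo. Curves classed by r2, magnitude and activity.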
# IL-1B inflam inh = qHTS for Inhibitors of Inflammasome Signaling: IL-1-beta AlphaLISA Primary Screen; AID 743279, 2014; THP-1 LPS/ATP IL-1B secretion, AlphaLISA, 16 h; active compounds read low; actives 4.7% (n = 360,000); activity change, % at 57.5 µM; in the data active = activity change below about -50%; inconclusive = mostly about -30% to -49%; also: % is scaled to controls: 0 for no effect and ±100 for the full control effect
#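 Secreted IL-1B measured by AlphaLISA bead assay after 16 h compound exposure of THP-1 cells; compounds (final up to 57.5 uM) added 1 h before LPS (250 ng/mL) and ATP (1.25 mM) stimulation; lower signal means less secretion.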
# Starred values were filed as active, the others as inactive; ? = inconclusive; · = no result given; [ ] = dose if it differs, or a comment. Unless noted, calls follow the shape of the dose curve; as a rule, active = well fitted curve in the direction sought with a large enough effect; inconclusive = small, poorly fitted or top-dose-only effect, or another doubt; inactive = no such curve, though single readings can be large; an effect the other way counts as inactive or inconclusive.
SMILES,KB-3-1 cytotox,D3 ag,SW480 rerep,MCF10A rereplic,KB-V1 cytotox,HT1080NT lethal,GLP1R cytotox,HT1080 IDH1KD tx,IL-1B inflam inh
COc1ccccc1CN1CC(C(=O)NCc2cnn(C)c2)CCC1=O (stereo not given),22%,6,-7%,2%,3%,6%,13%,1%,1
Cc1ccc(NC(=O)CN2C(=O)S/C(=C\c3cccn3-c3cccc(C(=O)O)c3)C2=O)cc1C,15%,-2,-49%[inhibitor],?,22%,12%,5%,8%,7
CCOC(=O)c1c(NC(=O)C2c3ccccc3Oc3ccccc32)sc(C(C)=O)c1C,7%,26,2%,20%,?,-11%,-1%,4%[9.24 µM],?
CCOC(=O)Cc1ccc(NC(=O)Nc2c[nH]c(=O)[nH]c2=O)cc1,8%,6,·,·,0%,·,-3%,·,·
CCCSC1=NC2(CCN(C(=O)NC3CCCCC3)CC2)N=C1c1ccc(C)cc1,?,0,·,·,15%,·,13%,·,·
Cc1ccccc1-c1nc(CN2CCC(C(=O)NCCC3=CCCCC3)CC2)c(C)o1,?,0,?,?,?,-2%,3%,-1%,-61*
CC1(C(=O)NS(=O)(=O)c2ccccc2C(F)(F)F)CCN1C(=O)CCc1cccs1 (stereo not given),0%,11,·,·,3%,14%,4%,4%,24
O=C(c1ccccc1)n1nc(-c2ccccc2)nc1NCc1ccc(F)cc1,16%,-8,·,·,-12%,·,2%,·,·
CCOCCCNC(=O)C(NC(=O)CC1NC(=O)NC1=O)c1ccc(Cl)cc1 (stereo not given),9%,-1,3%,-2%,11%,13%,-2%,13%,18
O=C(Nc1ccc(F)cc1F)N1CCN(C/C=C/c2ccccc2)CC1,-9%,-11,-5%,-8%,-11%,0%,?,-9%,-10
O=c1c2c(-c3ccc(Cl)cc3)csc2ncn1/N=C/c1cccc([N+](=O)[O-])c1O,-3%,-23,4%,14%,14%,11%,-25%,-7%,113
CC(C)n1cc(CNC(=O)C2CCC(=O)N(Cc3ccccc3F)C2)cn1 (stereo not given),22%,1,-1%,-3%,0%,5%,-22%,14%,21
Cc1cc(C(=O)Nc2cccc(-c3ccc(N4CCOCC4)nn3)c2)ccc1[N+](=O)[O-],-16%,1,-406%[inhibitor],?,?,-21%,?,-10%,-7
O=S(=O)(NC1CC2CCC1C2)c1ccc(Br)cc1 (stereo not given),?,-14,?,-4%,-9%,-5%,1%,-7%,3
CCOC(=O)CC(NC(=O)c1cc2cccc(OC)c2oc1=O)c1cccc([N+](=O)[O-])c1 (stereo not given),0%,6,0%,?,-6%,-5%,0%,-10%,?
CC(=O)c1ccc(-n2c(-c3cc(-c4ccsc4)n[nH]3)n[nH]c2=S)cc1,6%,-1,?,-1%,22%,5%,4%,-10%,23
COCC(=O)N=Nc1c(O)[nH]c2ccccc12,2%,0,-8%,-11%,?,12%,-31%,12%,1
NC(=O)CSc1nnc(-c2ccncc2)n1CCc1ccccc1,1%,1,1%,6%,15%,-6%,16%,0%,3
C=CCn1c(SCCN2C(=O)c3ccccc3C2=O)nc2scc(-c3ccccc3)c2c1=O,7%,1,-12%,14%,1%,12%,33%[activator],9%,-5
CN(C)C(CNC(=O)C1CCN(S(=O)(=O)c2cccc(Cl)c2Cl)CC1)c1ccccc1 (stereo not given),-20%,1,?,?,-3%,-28%,-1%,?,?
O=c1[nH]c(CSc2nnnn2-c2ccccc2)nc2ccccc12,10%,-1,-69%[inhibitor],?,-8%,-7%,3%,-10%,15
CC(C)(C)OC(=O)N(CCc1ccccc1)Cc1cccc(OCc2cccc(NC(=O)C3CCCC3)c2)c1,-10%,24,-2%,?,-13%,0%,-11%,3%,24
S=C(Nc1cccc(Cl)c1)N(CCCN1CCCC1)Cc1cccn1Cc1ccc(Cl)cc1,?,-10,-1%,?,12µM*,16µM*,?,18µM*,-101*
CCOc1ccc(C(=O)COC(=O)Cn2[nH]c(=O)c3ccccc3c2=O)cc1,2%,4,·,·,18%,5%,-8%,8%,8
Cc1ccc(NC(=O)[C@@H](NC(=O)c2cccc(S(=O)(=O)N3CCOCC3)c2)C(C)C)cc1C,4%,3,-4%,-2%,17%,-9%,4%,-7%,2
Cc1ccc(/C=N/NC(=O)c2ccc(-n3cccc3)cc2)o1,2%,15,-2%,8%,-25%,-10%,-5%,1%,?
Cc1c(NC(=O)C2CCN(S(=O)(=O)c3ccccc3)CC2)c(=O)n(-c2ccccc2)n1C,-1%,-6,-5%,-7%,9%,-5%,4%,0%,-13
COc1cccc(OCC(=O)Nc2ccc(OC)c(OC)c2)c1,-8%,-2,-6%,-4%,0%,9%,-2%,-9%,2
O=C(Nc1ccc(F)c(Cl)c1)C1CCN(c2ncccn2)CC1,3%,7,·,·,1%,·,-2%,·,·
CCOC(=O)C1CCCN(CCC(C)c2ccccc2)C1 (stereo not given),-5%,-28,1%,1%,?,?,-7%,-3%,20
O=C(N/N=C\c1cccnc1)C1c2ccccc2Oc2ccccc21,-8%,-5,-2%,1%,-17%,-3%,6%,?,-30
O=C(NCc1ccco1)C(C(=O)c1ccc(F)cc1)n1ccccc1=O (stereo not given),1%,-5,-1%,0%,-4%,0%,1%,-21%,-8
Cc1ccc(S(=O)(=O)N(C)c2c(C)ccc(S(=O)(=O)NC(C)(C)C)c2C)cc1,8%,1,-6%,?,7%,-3%,-5%[7.66 µM],1%,23
CC(=O)Nc1ccc(NC(=O)c2ccco2)cc1,5%,3,-4%,1%,17%,5%,12%,10%,7
Cc1ccc(C(C[N+](=O)[O-])c2c(N)n(C)c(=O)n(C)c2=O)cc1 (stereo not given),16µM*,5,1%,23µM*,?,?,-16%,?,?
CCCc1cc(=O)oc2cc(OCC(=O)Nc3ccc(S(N)(=O)=O)cc3)ccc12,4%,-5,?,0%,-20%,0%,6%,1%,9
Cc1ccc(S(=O)(=O)Cn2nnnc2CN(Cc2ccco2)Cc2cccs2)cc1,-6%,-11,-1%,-1%,-22%,14%,-6%,5%,-14
CC[C@]12c3[nH]c4ccc(OC)cc4c3CCN1C(=O)C(CC(=O)NC/C=C(\C)CCC=C(C)C)C[C@@H]2C(=O)N1CCN(C(=O)c2ccco2)CC1 (stereo not given in full),0%,-6,?,?,0%,-5%,-14%,-16%,-53*
O=S(=O)(c1ccc2c(c1)OCCO2)N1CCC(n2cnc3cc(F)ccc32)CC1,-6%,-5,-1%,7%,?,-12%,12%,-12%,-18
COc1ccc(-n2nnnc2SCC(=O)c2ccc3c(c2)OCCO3)cc1,-3%,3,-1%,0%,0%,-8%,-7%,-13%,2
Cn1c(=O)c(=O)n(C)c2cc(NC(=O)c3ccccc3Br)ccc21,6%,0,·,·,-15%,·,0%,·,·
CN(NC(=O)C1CC(=O)N(c2ccccc2)C1)C1=NS(=O)(=O)c2ccccc21 (stereo not given),4%,3,-5%,21%,25%,-3%,6%,-1%,17
O=C1NC(NS(=O)(=O)c2ccccc2)(C(F)(F)F)C(=O)N1c1cccc(Cl)c1 (stereo not given),0%,-1,6%,-15%,-6%,-4%,6%,17%,-4
COCC(C)N1CCC(Oc2cccc(C(=O)NCCc3ccccc3)c2)CC1 (stereo not given),11%,-11,-10%,-36%,15%,2%,-4%,-1%,4
COc1cc(C(=S)N2CCN(c3cccc(Cl)c3)CC2)ccc1O,8.2µM*,4,21µM*,15µM*,?,?,?,16µM*,10
Cc1ccc(NC(=O)CSc2nc3c(oc4ccccc43)c(=O)n2Cc2ccco2)cc1,1%,-12,·,·,25%,·,-8%,·,·
O=S(=O)(NCCSc1ccccc1)c1ccc(F)cc1,-3%,-7,1%,2%,-9%,-7%,19%,?,0
CCCOc1ccc(-c2nn(-c3ccccc3)cc2/C=C2\SC(N)=NC2=O)cc1C,-3%,13,-1%,?,-21%,12%,6%,8%,-8
CCc1ccc(OC(=O)CSc2nnc(-c3ccc4c(c3)OCO4)o2)cc1,-3%,2,·,·,0%,·,-8%,·,·
O=C(Nc1ccccc1Cl)C1CCCN(S(=O)(=O)c2ccc(-n3cnnn3)cc2)C1 (stereo not given),-3%,0,-5%,6%,-6%,-1%,-9%,3%,0
Cc1cccc(NC(=O)c2ncn3c2C(=O)NC[C@@H]3C)c1,-14%,1,·,·,-10%,-4%,11%,12%,-18
CC(NC(=O)COC(=O)c1nc(Cl)ccc1Cl)c1ccccc1 (stereo not given),·,-9,-2%,14%,·,0%,13%,-4%,15
CC(NC(=O)c1ccc(Br)cc1)c1ccccc1 (stereo not given),4%,2,-701%[inhibitor],?,-15%,14%,4%,23%,0

# Rewritten with tabs: part of the list above
molecule	KB-3-1 cytotox	D3 ag	SW480 rerep	MCF10A rereplic	KB-V1 cytotox	HT1080NT lethal	GLP1R cytotox	HT1080 IDH1KD tx	IL-1B inflam inh
Cc1cccc(NC(=O)c2ncn3c2C(=O)NC[C@@H]3C)c1	-14%	1	·	·	-10%	-4%	11%	12%	-18
CC(NC(=O)COC(=O)c1nc(Cl)ccc1Cl)c1ccccc1 (stereo not given)	·	-9	-2%	14%	·	0%	13%	-4%	15
CC(NC(=O)c1ccc(Br)cc1)c1ccccc1 (stereo not given)	4%	2	-701%[inhibitor]	?	-15%	14%	4%	23%	0
